# Source: PubChem BioAssay
# Granule exo inh = blocks lytic granule exocytosis | AID 651702 | 360,000 compounds, 0.66% hits | inhibition, % at 10 µM | TALL-104 LAMP-1 surface exposure, flow cytometry; cells stimulated with thapsigargin and PMA;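 active = inhibition above about 55%, limit read from the data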
# NCOA1 inh = inhibitors of human steroid receptor coactivator 1 (SRC1). Q15788. 360,000 compounds, 0.12% hits. inhibition, % at 3.6 µM. HEK293 GAL4-SRC1 luciferase reporter, luminescence. AID 588354;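 active = inhibition above the campaign mean plus 3 SD, with each screening campaign given its own cutoff, cut at about 60% in these data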;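 note: 0% = DMSO treated cells and 100% = gossypol at 36 µM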
# NR2F2 inh = inhibitors of human COUP-TFII (NR2F2); AID 686940; inhibition, % at 8.6 µM; HEK293T NGFI-A luciferase reporter, luminescence; P24468; 370,000 compounds, 0.7% hits;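 active = inhibition above a per-plate cutoff, mean inhibition of test wells between control levels plus 3 SD, cut at about 38% in these data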;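 note: cells cotransfected with COUP-TFII expression vector driving the NGFI-A reporter; 0% = median of COUP-TF2 test wells and 100% = reporter-only cells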
# Target sequence (P24468 whole entry, looked up): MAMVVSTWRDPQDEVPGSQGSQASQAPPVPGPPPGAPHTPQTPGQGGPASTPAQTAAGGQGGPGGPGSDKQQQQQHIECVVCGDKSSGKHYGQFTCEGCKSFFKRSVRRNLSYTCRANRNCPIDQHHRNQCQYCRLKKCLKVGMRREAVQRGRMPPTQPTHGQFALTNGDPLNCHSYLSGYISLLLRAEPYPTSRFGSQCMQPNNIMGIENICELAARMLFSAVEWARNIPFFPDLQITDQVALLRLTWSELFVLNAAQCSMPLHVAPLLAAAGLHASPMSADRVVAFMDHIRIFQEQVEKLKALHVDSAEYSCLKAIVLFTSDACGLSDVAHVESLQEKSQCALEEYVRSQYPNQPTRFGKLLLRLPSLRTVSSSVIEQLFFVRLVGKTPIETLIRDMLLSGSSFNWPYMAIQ
# TLR9-MyD88 inh = blocks human TLR9 binding to MyD88. 340,000 compounds, 0.21% hits. Q9NR96+Q99836. inhibition, % at 4.98 µM. AID 504734. CHO BLA complementation TLR9-MyD88, CCF4 FRET ratio;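 active = inhibition above the mean over all tested compounds plus 3 SD, cut at about 21% in these data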;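 note: 0% = DMSO only wells and 100% = clavulanate BLA inhibitor control wells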
# NCOA2 inhibitor = human SRC2 (NCOA2) inhibition; inhibition, % at 9 µM; HEK293 GAL4-SRC2 luciferase reporter, luminescence; 370,000 compounds, 0.17% hits; Q15596; AID 651957;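 active = inhibition above the mean inhibition of all tested compounds plus 3 SD, set per campaign, cut at about 52% in these data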;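 note: 0% = DMSO treated cells and 100% = cells given Gossypol at 36 µM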
# NOD2-RIPK2 inh = inhibitors of human NOD2-RIPK2 interaction; O43353; CHO BLA complementation NOD2-RIPK2, CCF4 ratio; inhibition, % at 4.98 µM; 360,000 compounds, 0.38% hits; AID 624267; in the data active = inhibition above about 21%;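 note: 0% = vehicle only and 100% = reference blocker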
# Target sequence (O43353 whole entry, looked up): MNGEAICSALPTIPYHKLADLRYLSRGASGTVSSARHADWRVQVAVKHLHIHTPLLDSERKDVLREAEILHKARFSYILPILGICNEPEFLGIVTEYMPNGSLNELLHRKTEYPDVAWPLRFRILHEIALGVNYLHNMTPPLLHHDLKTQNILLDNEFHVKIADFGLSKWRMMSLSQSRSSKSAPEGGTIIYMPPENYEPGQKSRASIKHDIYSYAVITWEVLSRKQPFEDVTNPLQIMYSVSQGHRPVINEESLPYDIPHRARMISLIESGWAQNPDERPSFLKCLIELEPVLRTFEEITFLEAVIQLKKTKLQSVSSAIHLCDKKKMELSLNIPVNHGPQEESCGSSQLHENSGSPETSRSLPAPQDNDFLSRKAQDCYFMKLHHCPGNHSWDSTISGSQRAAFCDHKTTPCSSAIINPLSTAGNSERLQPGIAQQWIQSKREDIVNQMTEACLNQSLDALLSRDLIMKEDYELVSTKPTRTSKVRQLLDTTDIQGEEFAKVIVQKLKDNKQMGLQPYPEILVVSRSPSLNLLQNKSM
# LRH-1 inv ag = inverse agonists of human LRH-1 (NR5A2); O00482; HEK293T StAR-luciferase reporter, LRH-1 transfected, 24 h; inhibition, % at 3.6 µM; 360,000 compounds, 0.13% hits; AID 602396;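 active = inhibition above the mean inhibition of all tested compounds plus 3 SD, cut at about 73% in these data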;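 note: 0% = DMSO wells and 100% = reporter-only cells lacking LRH-1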
# SRC3 inh = inhibitors of human steroid receptor coactivator 3 (SRC3); AID 588352; Q9Y6Q9; inhibition, % at 3.6 µM; 360,000 compounds, 0.17% hits; HEK293 GAL4-SRC3 luciferase reporter, luminescence;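 active = inhibition above a per-campaign cutoff, the mean of all compounds plus 3 SD, cut at about 60% in these data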;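 note: 0% = DMSO-treated cells and 100% = gossypol-treated cells at 36 µM; higher means less SRC3-driven luciferase light from the GAL4 reporter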
# TROY NFkB inh = TROY signaling inhibition | Q293 LMP1-TROYcd NF-kB luciferase reporter, 4 h | inhibition, % at 10 µM | 360,000 compounds, 0.98% hits;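 active = compounds whose plate-normalised and pattern-corrected inhibition of the luciferase reporter signal at the single screening dose is 50% or more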
# TWEAK Fn14 block = inhibitors of TWEAK-Fn14 interaction signaling | TWEAK-stimulated Fn14 reporter cells, luciferase luminescence, 8 h | 360,000 compounds, 2% hits | AID 1159606 | inhibition, % at 10 µM; in the data active = inhibition above about 50%
# ABHD5-PLIN5 inh = ABHD5-PLIN5 protein interaction inhibition; Q00G26+Q8WTS1; Split G. princeps luciferase complementation, luminescence, 4 h; inhibition, % at 4 µM; 360,000 compounds, 0.78% hits; AID 602281;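 active = inhibition above the mean inhibition across every tested compound plus 3 SD, cut at about 22% in these data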;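 note: 0% = DMSO only wells and the 100% control is not disclosed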
# * hit, by the source's call; nt = not tested or not shown.
canonical_smiles	Granule exo inh	NCOA1 inh	NR2F2 inh	TLR9-MyD88 inh	NCOA2 inhibitor	NOD2-RIPK2 inh	LRH-1 inv ag	SRC3 inh	TROY NFkB inh	TWEAK Fn14 block	ABHD5-PLIN5 inh
Cc1ccccc1C(=O)Nc1cccc(-c2ccc(N3CCOCC3)nn2)c1	-12	-66	-50	-9	-34	-7	-25	-46	-68	-13	2
CCc1ccccc1OCC(=O)OCC(=O)Nc1cc(C)on1	6	-15	-9	-7	-11	-4	2	16	4	6	2
CNc1ccccc1C(C)(C)c1cc(-c2cccc(Br)c2)no1	-7	-15	33	6	-24	1	12	10	20	31	-3
CCCNC(=O)C1CCN(S(=O)(=O)c2ccc(Br)cc2)CC1	-8	-16	2	-5	-5	-1	-1	5	5	-23	-2
Cc1ccc(C(=O)NCC#N)cc1	-2	-8	3	3	-7	-6	-9	10	10	10	0
CC1=C(C(=O)N2CCCC(N3CCN(c4ccccc4C)CC3)C2)OCCO1 (stereo unspecified)	0	-3	-5	-11	11	-11	5	-21	-36	30	-1
CC1(C)Cc2c(c(N3CCOCC3)nc3sc(C#N)c(N)c23)CS1	-4	-7	-9	-13	0	-3	5	11	3	-19	-5
CCOc1ccc(C(=O)N(CC(=O)Nc2cccc(C)c2C)CC2CCCO2)cc1OC (stereo unspecified)	1	-7	-6	-10	7	2	-5	7	-9	-1	-6
O=C(CCN1C(=O)c2ccccc2S1(=O)=O)Nc1ccccc1O	-3	-1	3	-4	4	-13	10	9	-19	-19	-1
CC1=C(C(=O)N(C(C)C)C(C)C)CC(CC(=O)NC2CCCCC2)C(=O)N1CCCN1CCCC1=O (stereo unspecified)	-2	-6	-6	nt	21	-1	5	8	-3	0	3
CCc1cc(=O)oc2cc(OCC(=O)O)c(Cl)cc12	-4	-13	-16	-7	-2	-5	0	9	10	2	2
COc1cc(CO)cc(Br)c1OCc1cccnc1	0	8	2	-4	8	-4	-28	8	-16	-6	4
CCCCN(C(=O)CCC(=O)Nc1cc(C)on1)C(C(=O)NC(C)(C)C)c1cccc(OC)c1OC (stereo unspecified)	-1	-1	1	3	6	-1	25	24	13	-2	-3
O=C(c1cccc(Cl)c1)N1CCN(Cc2ccccc2)CC1	3	18	-7	-6	15	5	9	3	1	-5	-1
O=S(=O)(NCC1CCN(Cc2ccccc2)CC1)c1ccccc1C(F)(F)F	18	-6	-34	-9	-2	-1	-3	-4	14	-13	-12
COc1ccc(/C=N/n2cnnc2)cc1Oc1nc(Cl)ncc1F	-3	-2	-4	5	-13	-10	15	20	-26	29	1
Cc1cc(C(=O)N/N=C/C=C/c2ccc(Br)cc2)n[nH]1	1	-25	4	6	-33	-3	10	-34	-33	2	-5
O=C(O)CSCC(=O)NCc1cccc(C(F)(F)F)c1	0	11	6	-2	-15	-11	15	1	1	2	2
On1nnc2ccc(C(F)(F)F)cc21	1	-2	16	-8	-24	-6	-2	-3	2	9	0
CCC(C)N1C(=O)N(c2cccc(Cl)c2)C(C)(O)CC1(C)C (stereo unspecified)	21	-7	-2	0	-5	-7	10	-3	-1	-2	-7
Cc1cc(NC(=O)CCC(=O)N(Cc2ccco2)C(C(=O)NC2CCCC2)c2ccccc2F)no1 (stereo unspecified)	9	14	17	-8	-23	-13	9	-13	-8	21	-1
COc1cc(OC)cc(C(=O)N[C@H](C(=O)NC2CCCc3ccccc32)C(C)C)c1 (stereo partly specified)	7	10	16	10	-13	-1	-14	-1	0	24	8
O=C(NCCCN1CCOCC1)c1ccc(CS(=O)(=O)c2ccc(Br)cc2)o1	-3	-13	-11	-9	-38	-19	20	-1	-14	15	7
c1ccc(Nc2nc(-c3ccccn3)cs2)cc1	-2	-161	-25	3	-28	1	-155	-99	35	45	1
Cc1ccc(C(=O)c2oc3ccccc3c2N)cc1	0	-70	-16	3	-23	2	-47	-56	-18	-15	-5
COc1cc(CCC(=O)NNC(=O)c2ccc(Cl)cc2)cc(OC)c1OC	5	-5	-15	-5	1	3	16	11	2	-14	1
Cc1cccc(C)c1NC(=O)CNC(=O)CCCc1c[nH]c2ccccc12	-5	1	-10	1	-2	6	-7	5	-6	-8	-4
Cc1ccc(N(Cc2ccc(C(=O)NC3CCCCC3)cc2)S(C)(=O)=O)cc1C	1	-8	-19	4	2	-10	7	-13	-29	12	8
CCCNC(=O)c1n[nH]c(=O)c2ccccc12	-1	-1	-1	-7	-25	0	4	7	18	3	-4
COc1ccccc1NC(=S)NCc1ccccc1Cl	0	-14	8	10	-3	4	13	0	13	13	-4
COC(=O)c1ccc(Oc2cc(C)nc(-n3nc(C)cc3C)n2)cc1	4	-22	-64	12	25	3	31	19	19	13	5
CC(=O)N1CCc2cc(S(=O)(=O)NCCCN3CCCCC3)ccc21	-11	24	4	-2	-16	-5	0	-18	3	-22	0
CC(C)n1cc(/C(N)=N/O)c(=O)n(Cc2ccccc2)c1=O	-6	-7	12	nt	18	-4	2	4	-12	-6	0
O=[N+]([O-])c1cc(CN(CCO)CCO)ccc1O	-4	-3	-14	-5	7	-6	6	14	9	18	-4
Cc1ccc(NS(=O)(=O)c2ccc3c(c2)CCN3C(=O)CCC(=O)O)cc1Cl	1	-6	11	0	1	-3	8	9	10	8	2
CCOC(=O)CN1C(=O)N[C@@H](c2cccc(C(F)(F)F)c2)[C@H](C(C)=O)[C@H]1C	-13	-5	-6	0	17	1	-3	-16	26	7	9

# Record cards, as listed above. Order of values: Granule exo inh	NCOA1 inh	NR2F2 inh	TLR9-MyD88 inh	NCOA2 inhibitor	NOD2-RIPK2 inh	LRH-1 inv ag	SRC3 inh	TROY NFkB inh	TWEAK Fn14 block	ABHD5-PLIN5 inh
# COc1cc(OC)cc(C(=O)N[C@H](C(=O)NC2CCCc3ccccc32)C(C)C)c1 (stereo partly specified) reads 7	10	16	10	-13	-1	-14	-1	0	24	8
# Cc1cc(C(=O)N/N=C/C=C/c2ccc(Br)cc2)n[nH]1 reads 1	-25	4	6	-33	-3	10	-34	-33	2	-5

# Further records follow:
canonical_smiles	Granule exo inh	NCOA1 inh	NR2F2 inh	TLR9-MyD88 inh	NCOA2 inhibitor	NOD2-RIPK2 inh	LRH-1 inv ag	SRC3 inh	TROY NFkB inh	TWEAK Fn14 block	ABHD5-PLIN5 inh
CCOc1ccccc1-n1c(SCC(=O)N2CCCC2)nnc1-c1ccoc1C	2	-19	-25	0	-44	8	5	-10	-4	-10	1
COc1ccc(CC(=O)Nc2cccc(C)n2)cc1OC	1	2	14	-6	17	-6	2	-5	8	-6	0
CSc1nc2c(cnn2-c2ccccc2)c(=O)n1N	0	-30	-9	-8	-28	-1	-71	-17	-31	10	-5
O=C(NCCN1CCN(S(=O)(=O)c2ccccc2)CC1)C(=O)Nc1ccc(F)cc1	-4	-22	-2	-5	-27	1	9	1	14	12	2
O=C(C(=O)N1CCN(c2ccc(F)cc2)CC1)c1cn(CC(=O)N2CCOCC2)c2ccccc12	2	-19	-10	-3	-25	10	-6	-8	4	32	-1
CCCN1CCN(CCCNC(=O)c2ccc3c(=O)n(CCc4ccccc4)c(=O)[nH]c3c2)CC1	19	4	2	-3	17	2	-21	-11	-17	-2	1
Cc1ccc(C(=O)Nc2ccc(S(=O)(=O)N3CCCC3)cc2)s1	7	-2	-19	3	10	-5	-9	8	-4	-8	-3
Nc1c(N(Cc2ccccc2)C(=O)COc2ccc(F)cc2)c(=O)[nH]c(=O)n1Cc1ccccc1	-4	-7	7	-6	-2	-10	17	-4	-19	-3	0
NS(=O)(=O)c1ccc(CCNC(=O)c2cccnc2)cc1	1	9	-8	0	3	2	1	-8	-13	-16	-3
CCOC(=O)c1cnc(SC)nc1N	2	-7	-16	2	-14	0	-13	6	-19	-18	1
C=CC[C@@H](CC(=O)N(CCO)Cc1ccccc1)C(=O)NC[C@@H](OC(=O)[C@@H](CC=C)Cc1ccc(F)cc1)c1ccccc1	0	-7	-9	0	-9	4	12	-5	8	6	3
COc1ccc(Nc2cc(C(=O)NCCCN3CCN(C)CC3)c3ccccc3n2)cc1	-2	-8	1	-1	-3	-4	-11	7	-12	3	7
NS(=O)(=O)c1ccc(NC(=O)/C=C/c2cccc(Cl)c2)cc1	1	-4	-36	8	-20	-8	-24	4	-45	10	1
Cc1ccc(C)n1-c1ccc(C(=O)Nc2ccccc2)cc1	12	-72	-17	-7	-35	-6	-33	-30	-28	-8	6
CCOC(=O)c1ccc2[nH]c3c(c2c1)CCCC3NC=O (stereo unspecified)	-1	-13	-15	7	-60	4	-43	-41	-11	-30	0
Cc1cnc(C(=O)OCC(=O)c2csc(N3CCCCC3)n2)cn1	-1	-31	1	4	-8	-6	-8	-26	-9	1	-10
COCCNc1nc(Oc2cccc(NC(C)=O)c2)c2sc(-c3ccccc3)cc2n1	47	12	-5	nt	7	-7	-15	12	-16	-17	3
C=C1CCN([C@@H](C)C(=O)OCc2cccc(C)c2)S(=O)(=O)c2ccccc21	3	4	-10	-2	5	-5	-9	-6	-9	-3	0
COc1ccc(/C=N/NC(=O)c2ccc(Cl)cc2)cc1COC(C)=O	-4	-10	-1	8	-6	-12	5	10	-5	-22	7
CCCCNc1nc(-c2ccccc2)c(C(=O)OCC)cc1C#N	-2	4	6	-27	-16	6	-12	-4	-15	29	-1
COc1ccc(OC)c(-c2cc(C(=O)NCCCn3ccnc3)no2)c1	-1	-3	-14	11	-50	11	19	1	-7	-18	-1
CC1=CC(=O)N(c2cccc3c(N4C(=O)C=C(C)C4=O)cccc23)C1=O	-4	-9	17	-1	-19	-2	-3	-6	-9	-10	18
CSc1nsc(N/N=C/c2ccc3c(c2)OCO3)c1C#N	17	-92	-21	-13	-52	1	-85	-76	-48	-52	0
CCOC(=O)c1ccc(CN2C(=O)c3ccccc3S2(=O)=O)cc1	0	2	-8	-5	-12	-11	-24	-21	10	10	4
O=C1NCC(O)=C1C=NCCO	-3	0	-5	2	-16	-2	5	9	-4	7	8
COc1ccc(NC(=O)Nc2cccs2)cc1Cl	-3	-33	-25	0	-63	-3	-74	-50	-14	-31	-4
CCOC(=O)c1sc(NC(=O)c2ccc(S(=O)(=O)N3CCOCC3)cc2)cc1C	2	-5	13	-14	1	-2	0	10	10	-16	6
CC(C)CCOc1ccc(C(=O)NCCC(=O)N2CCOCC2)cc1	-3	-30	-7	1	-12	-5	-47	-38	-60	-19	-11
CCN1C(=O)/C(=C/N2CCc3ccccc32)SC1=S	-1	-43	nt	-1	nt	2	-50	-86	-27	-22	2
CCNC(=S)N(CCc1c(C)[nH]c2ccccc12)Cc1cccnc1	-20	8	10	5	3	-7	2	-11	4	-1	2
Cc1cc(NS(C)(=O)=O)c(=O)n(Cc2cccc(C(F)(F)F)c2)c1	-4	-1	-3	-10	17	6	-6	-8	13	-1	-6
O=C1CN2CCC1C/C2=C\c1ccnc2c(Cl)cccc12 (stereo unspecified)	50	-4	0	-9	7	-4	0	-14	3	3	-2
Oc1nc(-c2ccc(Br)cc2)n2ccncc12	7	-6	-1	2	-10	-8	1	7	-7	-8	-1

# Some of the compounds tested, so the mix of outcomes need not match the whole.
